# High-throughput results: PubChem, several laboratories
# HDAC3 inh: inhibitors of human histone deacetylase 3 | recombinant HDAC3, fluorogenic peptide/trypsin coupled, fluorescence | O15379 | 320,000 compounds, 0.15% hits | inhibition, % at 8.3 µM; in the data active = inhibition above about 26%, passing the limit was not always enough; inconclusive = no clear call, values can overlap the other calls
# TMEM16A act: activators or potentiators of mouse TMEM16A chloride channel | HEK293 TMEM16A/YFP-H148Q/I152L, iodide quench fluorescence; stronger effect = lower value | Q8BHY3 | AID 623877 | B-score at 10 µM | 340,000 compounds, 0.3% hits;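 active = fluorescence-ratio B-score plate-corrected deviation score at least 3 library SD below zero, with starting fluorescence score within 5 deviations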;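 note: channel opened by trigger with iodide after compound preincubation; score built on the fluorescence ratio of max minus min over baseline; more negative score means more quench and so TMEM16A activation or potentiation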
# Target sequence (Q8BHY3 whole entry, looked up): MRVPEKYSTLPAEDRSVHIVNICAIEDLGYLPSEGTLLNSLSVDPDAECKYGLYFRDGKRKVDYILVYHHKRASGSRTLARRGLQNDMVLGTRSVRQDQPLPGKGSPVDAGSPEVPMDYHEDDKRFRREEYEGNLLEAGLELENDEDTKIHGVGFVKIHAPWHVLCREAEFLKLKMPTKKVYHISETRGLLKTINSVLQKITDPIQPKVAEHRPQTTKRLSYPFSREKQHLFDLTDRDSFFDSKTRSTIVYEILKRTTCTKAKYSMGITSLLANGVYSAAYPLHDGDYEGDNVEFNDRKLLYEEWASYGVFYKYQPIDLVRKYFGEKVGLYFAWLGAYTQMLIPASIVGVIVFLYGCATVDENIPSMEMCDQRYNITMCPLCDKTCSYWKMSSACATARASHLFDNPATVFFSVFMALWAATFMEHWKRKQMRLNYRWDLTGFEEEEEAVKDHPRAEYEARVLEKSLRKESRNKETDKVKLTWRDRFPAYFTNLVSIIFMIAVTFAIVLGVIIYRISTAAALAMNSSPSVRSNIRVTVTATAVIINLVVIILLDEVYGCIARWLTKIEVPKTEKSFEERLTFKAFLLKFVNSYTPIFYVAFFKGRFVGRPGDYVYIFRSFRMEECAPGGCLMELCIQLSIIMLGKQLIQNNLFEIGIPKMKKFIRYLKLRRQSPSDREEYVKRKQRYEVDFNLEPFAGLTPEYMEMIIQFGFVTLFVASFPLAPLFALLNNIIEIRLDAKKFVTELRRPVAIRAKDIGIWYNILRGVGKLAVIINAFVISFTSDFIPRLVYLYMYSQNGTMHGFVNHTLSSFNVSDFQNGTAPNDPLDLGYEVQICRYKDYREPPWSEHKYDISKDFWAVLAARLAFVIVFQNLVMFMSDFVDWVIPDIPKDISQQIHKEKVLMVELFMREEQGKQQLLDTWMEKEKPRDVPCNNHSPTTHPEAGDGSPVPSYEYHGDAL
# Numbers without * were called inactive; i = inactive; ? = inconclusive; . = not tested or not shown. An excerpt; rates above refer to the full screens.
# Sample of the layout:
# Below each SMILES – HDAC3 inh	TMEM16A act
- CC(C)[C@@H](C(=O)OCC(=O)c1ccc2c(c1)NC(=O)CO2)N1C(=O)c2ccccc2C1=O
 : .	i
- CC(OC(=O)Cc1ccsc1)C(=O)Nc1ccc(C(N)=O)cc1 (stereo unspecified)
 : .	i
- Cn1ncc2c(=O)[nH]c(N)nc21
 : .	i
- c1ccc2c(c1)-c1nc3ccccc3cc1C2N1CCOCC1 (stereo unspecified)
 : .	i
- O=C(C[C@@H]1C/C=C\C[C@H](NC(=O)OCC2c3ccccc3-c3ccccc32)C(=O)OC[C@H]2CCCN2C1=O)NCCO
 : .	i
- O=P(OCC1CCCO1)(OCC1CCCO1)OCC1CCCO1 (stereo unspecified)
 : .	i
- O=C(c1ccco1)[C@@H]1[C@@H]2C(=O)N(c3ccc(Br)cc3)C(=O)[C@@H]2C2c3ccccc3C=CN21 (stereo partly specified)
 : .	i

# All compounds of this part, previewed entries included:
# Below each SMILES – HDAC3 inh	TMEM16A act
- CC(C)[C@@H](C(=O)OCC(=O)c1ccc2c(c1)NC(=O)CO2)N1C(=O)c2ccccc2C1=O
 : .	i
- CC(OC(=O)Cc1ccsc1)C(=O)Nc1ccc(C(N)=O)cc1 (stereo unspecified)
 : .	i
- Cn1ncc2c(=O)[nH]c(N)nc21
 : .	i
- c1ccc2c(c1)-c1nc3ccccc3cc1C2N1CCOCC1 (stereo unspecified)
 : .	i
- O=C(C[C@@H]1C/C=C\C[C@H](NC(=O)OCC2c3ccccc3-c3ccccc32)C(=O)OC[C@H]2CCCN2C1=O)NCCO
 : .	i
- O=P(OCC1CCCO1)(OCC1CCCO1)OCC1CCCO1 (stereo unspecified)
 : .	i
- O=C(c1ccco1)[C@@H]1[C@@H]2C(=O)N(c3ccc(Br)cc3)C(=O)[C@@H]2C2c3ccccc3C=CN21 (stereo partly specified)
 : .	i
- O=C(Nc1cc2c(cc1Cl)-c1ccc([N+](=O)[O-])cc1C2=NO)C(F)(F)F
 : .	i
- CCOc1ccc(OCCC(=O)N(CC(C)C)c2c(N)n(Cc3ccccc3)c(=O)[nH]c2=O)cc1
 : .	i
- O=C(CCc1nc2ccccc2c(=O)[nH]1)N1CCN(S(=O)(=O)c2cc(Cl)ccc2Cl)CC1
 : .	i
- CC(=O)N1CCN(S(=O)(=O)c2cccc(C(=O)Nc3ccccc3N3CCCCC3)c2)CC1
 : .	i
- CCCN1CCN(S(=O)(=O)c2ccc3c(c2)CCC(=O)N3)CC1
 : -2.2	i
- C=C1C[C@@]23CCC4[C@@](C)(CCC[C@@]4(C)C(=O)OC)C2CC[C@]1(OC(C)=O)C3 (stereo partly specified)
 : -4.3	i
- CCOc1ccccc1NC(=O)c1cc(=O)[nH]c2ccc(S(=O)(=O)N3CCOCC3)cc12
 : 4.0	i
- COc1cc(C(=O)OCc2cccc(OC)c2OC)ccc1OCC(=O)N1CCOCC1
 : 9.1	i
- O=C(COc1ccccc1Cl)Nc1nc(-c2ccncc2)cs1
 : -4.1	i
- O=C(NC1CCCCCC1)C1CCN(S(=O)(=O)c2c(Cl)cccc2Cl)CC1
 : 4.0	i
- Cn1c(N)c(C(=O)COC(=O)COc2ccc(Cl)cc2Cl)c(=O)n(C)c1=O
 : 2.5	i
- Cc1ccc(CSc2nnc(NC(=O)C3=COCCO3)s2)cc1
 : -2.4	i
- CN1CCN(C(=O)CN2C(=O)NC(C)(c3ccc4ccccc4c3)C2=O)CC1 (stereo unspecified)
 : 2.6	i
- CCOc1ccc(C(=O)COC(=O)Cn2cnc3c2c(=O)n(C)c(=O)n3C)cc1
 : -6.0	i
- COc1ccc(C(=O)OCC(=O)Nc2ccc3c(c2)OCCO3)c(OC)c1
 : -5.4	i
- Cc1ccc(C)c(S(=O)(=O)N2CCN(C(=O)CCc3c[nH]c4ccccc34)CC2)c1
 : -3.2	i
- O=C(COC(=O)c1cc(=O)[nH]c(=O)[nH]1)Nc1ccccc1F
 : 0.1	i
- O=C(COC(=O)c1ccccc1OCc1ccccc1Cl)NC1CCS(=O)(=O)C1 (stereo unspecified)
 : 2.0	i
- CCOC(=O)C1CCCN(C(=O)c2ccc(S(=O)(=O)N3CCOCC3)cc2)C1 (stereo unspecified)
 : -7.4	i
- CCOCCCNC(=O)CN1CCN(S(=O)(=O)c2ccc3c(c2)CCC3)CC1
 : -4.3	i
- CN(C(=O)COC(=O)CNC(=O)c1cccs1)c1c(N)n(Cc2ccccc2)c(=O)[nH]c1=O
 : 0.0	i
- O=C(COc1ccccc1Br)N1CCNC1=O
 : 0.1	i
- COC(=O)c1cc(NC(=O)CN2C(=O)C(=O)N(C3CCCC3)C2=O)cc(C(=O)OC)c1
 : 1.7	i
- CCNC(=O)c1cccc(NC(=O)C2CC(=O)N(CCc3ccccc3)C2)c1 (stereo unspecified)
 : -10.2	i
- Cc1noc(C)c1C(=O)OCC(=O)Nc1ccc(S(N)(=O)=O)cc1
 : 10.6	i
- CCN1C(=NCCCOC(C)C)N[C@@H](c2ccccc2)[C@H](C(=O)OC)[C@H]1C
 : -5.8	i
- C1=C(c2cc3ccccc3cn2)CCCC1
 : -2.9	i
- CCCCN(C(=O)C(C)Oc1ccc(Br)cc1)c1c(N)n(CC(C)C)c(=O)[nH]c1=O (stereo unspecified)
 : -6.2	i
- CCc1ccc(C(=O)Nc2cc(S(=O)(=O)N3CCOCC3)ccc2N2CCOCC2)cc1
 : -10.1	i
- COc1ccccc1NC(=O)c1ccc(NC(=O)CN2CCCCC2)cc1
 : -1.5	i
- Cc1cc(NC(=O)CN2C(=O)NC3(CCCCCC3)C2=O)ccc1Br
 : 5.1	i
- COc1cccc(NC(=O)CN(C)C(=O)c2c(-c3c(F)cccc3Cl)noc2C)c1
 : -1.4	i
- O=[N+]([O-])c1ccccc1S(=O)(=O)N1CCSCC1
 : -13.3	i

# Compound profiles, from the list above.
# Listed for `CCN1C(=NCCCOC(C)C)N[C@@H](c2ccccc2)[C@H](C(=O)OC)[C@H]1C` = HDAC3 inh = -5.8; TMEM16A act = i
# Listed for `COC(=O)c1cc(NC(=O)CN2C(=O)C(=O)N(C3CCCC3)C2=O)cc(C(=O)OC)c1` = HDAC3 inh = 1.7; TMEM16A act = i

# (next part)
# Below each SMILES – HDAC3 inh	TMEM16A act
- Cc1cc(C(=O)COC(=O)c2n[nH]c(=O)c3ccccc23)c(C)n1C(C)C
 : 7.5	i
- O=C(C[n+]1ccc(C(=O)c2ccccc2)cc1)Nc1ccccc1OC(F)F
 : -0.9	i
- CSCCC(NS(=O)(=O)c1ccc(C)cc1)C(=O)N1CCCCCCC1 (stereo unspecified)
 : -6.3	i
- Cc1ccc(S(=O)(=O)N2CCCCC2)cc1NC(=O)CNC(C)c1ccc(Cl)c(Cl)c1 (stereo unspecified)
 : 11.9	i
- COc1cc(/C=C/C(=O)Nc2cccc(S(=O)(=O)N3CCOCC3)c2)ccc1OCC#N
 : 7.4	i
- CCCNC(=O)C1CN(C(=O)c2nn(Cc3ccccc3)c(=O)c3ccccc23)c2ccccc2O1 (stereo unspecified)
 : 4.3	i
- O=C1NC(=O)c2cc3ccccc3cc21
 : -21.5	i
- NS(=O)(=O)c1ccc(CCNC(=O)COC(=O)C2COc3ccccc3O2)cc1 (stereo unspecified)
 : 2.7	i
- C[C@H]1CN([C@@H](C)CO)C(=O)Cc2cc(NC(=O)CCC(F)(F)F)ccc2O[C@H]1CN(C)Cc1ccc(-c2ccccc2)cc1
 : ?	i
- CC(=O)Nc1ccc(S(=O)(=O)Nc2ccccc2N2CCOCC2)cc1
 : -1.1	i
- COc1ccc(CCNC(=O)CN2C(=O)NC(c3ccccc3)(c3ccccc3)C2=O)cc1
 : 2.8	i
- COc1ccc(-c2c(-c3ccc(OC)c(F)c3)c3ccccc3n2C)cc1
 : 4.0	i
- CN(Cc1nc2ccccc2c(=O)[nH]1)C(=O)c1ccc(NC(=O)CSc2nnnn2C)cc1
 : -2.4	i
- C[C@@H]1CN([C@@H](C)CO)C(=O)c2cccc(NC(=O)C3CCCCC3)c2O[C@@H]1CN(C)C(=O)NC1CCCCC1
 : 7.3	i
- CCOCCCN1C(=O)C(=O)N(CC(=O)N2c3ccccc3NC(=O)CC2C)C1=O (stereo unspecified)
 : -0.9	i
- O=C(CNC(=O)c1ccccc1)NCC(c1ccco1)N1CCCC1 (stereo unspecified)
 : -1.0	i
- Cc1cc(NS(=O)(=O)c2ccc(NC(=O)Cc3ccc([N+](=O)[O-])cc3)cc2)nc(C)n1
 : -1.0	i
- COc1ccc(/C=N/NC(=O)c2ccc(NS(=O)(=O)c3cccs3)cc2)cc1
 : 14.4	i
- CC(C)[C@H](NC(=O)c1ccccc1F)C(=O)NC1CCCCC1
 : 12.6	i
- O=C(COC(=O)c1ccc([N+](=O)[O-])o1)NCCCc1ccccc1
 : -6.5	i
- Cc1cc(C)cc(NC(=O)C(OC(=O)c2cc[n+]([O-])cc2)c2ccccc2)c1 (stereo unspecified)
 : 0.4	i
- O=C(CNC(=O)c1ccc(Br)o1)NNC(=O)c1ccc(Cl)cc1
 : -1.8	i
- COc1cc(OC)cc(C(=O)OCC(=O)NCc2ccco2)c1
 : 4.7	i
- COc1ccc(-c2ccc3c(c2)S(=O)(=O)c2cccc(C(=O)O)c2C3=O)cc1OC
 : 7.7	i
- CN(C(=O)c1ccc(NC(=O)Cc2cccc(NC(=O)C3CCN(C(=O)CCc4ccccc4)CC3)c2)cc1)C1CCCC1
 : 0.0	i
- COc1ccc(-c2c(-c3cc(OC)cc(OC)c3)n(C)c3ccc(-c4cc(F)cc(OC)c4)cc23)cc1
 : -5.9	i
- CN1CCC(N(C)C(=O)c2ccc(Cl)c(S(=O)(=O)N(C)c3ccc(Cl)cc3)c2)CC1
 : -0.1	i
- COc1ccccc1OCCNC(=O)CCNC(=O)c1ccccc1OC
 : -5.2	i
- CN(C)S(=O)(=O)c1cc(NC(=O)COC(=O)CC2Sc3ccccc3NC2=O)ccc1Cl (stereo unspecified)
 : -0.8	i
- O=C(NCCc1ccccc1)c1ccc2c(c1)S(=O)(=O)c1cc(Cl)ccc1C2=O
 : 0.8	i
- Cc1ccc(NC(=O)COc2cccc3c2OC(C)(C)C3)c(O)c1
 : 3.5	i
- Cc1cccc(C)c1NC(=O)CNC(=O)CCCN1C(=O)c2cccc3cccc(c23)C1=O
 : 2.8	i
- O=C(COC(=O)Cc1ccc(S(=O)(=O)N2CCOCC2)s1)Nc1ccc([N+](=O)[O-])cc1
 : -1.1	i
- Nc1ncnc2c1ncn2[C@H]1CC[C@@H](CO)O1
 : -2.3	i
- Cn1c(=O)c2c(ncn2CC(=O)N2CCN(S(=O)(=O)c3ccc(F)cc3)CC2)n(C)c1=O
 : -1.1	i
- O=C(c1cn(-c2ccccc2)nc1-c1cccnc1)N1CCN(S(=O)(=O)c2cccc(F)c2)CC1
 : -2.9	i
- Cc1cc(OCc2cccc(S(=O)(=O)N3CCOCC3)c2)ccc1Cl
 : 3.9	i
- N#Cc1cccc(NC(=O)c2ccc(S(=O)(=O)N3CCOCC3)cc2)c1
 : 2.6	i
- Cc1ccc(S(=O)(=O)CCC(=O)OCC(=O)c2cc(C)n(C)c2C)cc1
 : 1.0	i
- COc1ccc(CN(C)C(=O)COC(=O)c2cnc(Cl)c(Cl)c2)cc1
 : 2.2	i
- CC1CCCC(NC(=O)COC(=O)c2cccs2)C1C (stereo unspecified)
 : -5.0	i
- CC(C)NC(=O)NC(=O)CSc1ccc(S(=O)(=O)N2CCCC2)cn1
 : 3.6	i
- COCCn1c(C)cc(C(=O)COC(=O)/C=C/c2ccc(OC)cc2OC)c1C
 : 0.0	i
- CC(C)(C)OC(=O)C[C@H]1C/C=C\C[C@@H](CC(=O)N(CCO)Cc2ccccc2)C(=O)N2CCC[C@@H]2COC1=O
 : -4.3	i
- C=CC[C@H](CC(=O)NCCO)C(=O)NC[C@@H](OC(=O)[C@@H](CC=C)CC(=O)OC(C)(C)C)c1ccccc1
 : 7.3	-17.7*
- COc1ccc(OC)c(CN2CCN(C(=O)CNC(=O)c3ccccc3F)CC2)c1
 : -4.5	i
- O=C(CCN=C1NS(=O)(=O)c2ccccc21)OCc1nnc(-c2ccc([N+](=O)[O-])cc2)o1
 : 1.2	i
- O=C(COC(=O)Cn1[nH]c(=O)c2ccccc2c1=O)NNC(=O)c1ccccc1
 : -2.2	i
- O=C(COc1ccc(Cl)cc1Cl)N(C1CCCCC1)C1CCS(=O)(=O)C1 (stereo unspecified)
 : 2.7	i
- CC(C)COc1cccc(C(=O)N2CCN(C(=O)c3ccco3)CC2)c1
 : 1.9	i
- O=C(Nc1ccc(N2CCOCC2)cc1)c1ccc(Cl)c(S(=O)(=O)N2CCCC2)c1
 : -1.4	i
- COc1ccc(CCCCCCOCc2ccccc2)cc1
 : 1.9	i
- CC(NC(=O)COc1ccccc1)C(=O)NCc1ccccc1Cl (stereo unspecified)
 : -7.4	i
- O=c1cc(-c2ccc(C(F)(F)F)cc2)oc2ccccc12
 : -1.0	i
- C[C@@H]1COC(=O)[C@H](CC(=O)OC(C)(C)C)C/C=C\C[C@H](CC(=O)NCCO)C(=O)N1
 : -0.1	i
- C[C@H](NC(=O)Cc1cccc2ccccc12)C(=O)N1CCOCC1
 : 6.5	i
- Nc1c(N(Cc2ccco2)C(=O)COc2ccccc2Cl)c(=O)[nH]c(=O)n1Cc1ccccc1
 : -6.3	i
- Cc1ccc(C2(C)NC(=O)N(CC(=O)N3CC(=O)Nc4ccccc43)C2=O)cc1 (stereo unspecified)
 : 1.8	i
- COc1ccc(S(=O)(=O)N(C)C[C@H]2Oc3ccc(NS(=O)(=O)c4c(C)noc4C)cc3C(=O)N([C@H](C)CO)C[C@@H]2C)cc1
 : 3.1	i
- O=C(NC1CCCCC1)c1cccc2c1C(=O)c1ccc(N3CCCC3)cc1S2(=O)=O
 : 0.8	i
- CN(CC(=O)Nc1ccccc1Br)C(=O)CN1CCN(Cc2ccc(Cl)cc2)CC1
 : 6.0	i
- CC(=O)Nc1ccc(S[C@@H](CCN2CC[C@H](O)CCC2=O)c2ccccc2)cc1
 : -4.6	i
